# Bioassay records from PubChem BioAssay.
# TSHR antag: Antagonists of the Thyroid Stimulating Hormone Receptor: HTS campaign; actives 0.2% (n = 330,000); AID 504810, 2011; activity change, negative = inhibition, % at 11.5 µM; TSHR-expressing cells, TSH-stimulated cAMP HTRF, 2 h; hits give low values; Thyrotropin receptor (Homo sapiens), P16473;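 active = activity change below a set negative limit, meaning inhibition stronger than a set level, cut at about -70% in these data; inconclusive = activity change between two set negative limits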; also: % is scaled to controls: 0 for no effect and ±100 for the full control effect
#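 Cell-based HTRF cAMP assay; TSHR cells + compound, TSH EC80 (4nM final), 2 h, 37 deg C. Lysis with anti-cAMP cryptate and cAMP-d2, 30 min RT, read 665/620 nm.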
# A-T KAP1 phos: qHTS Assay for Identifying a Potential Treatment of Ataxia-Telangiectasia | […] A-T fibroblasts, KAP-1 phosphorylation AlphaLISA; neocarzinostatin DNA damage 30 min before lysis | Potency, µM (series often up to 57.5 µM), without a hit: at the top dose activation, actives largely listed as activators | actives 0.19% (n = 320,000) | AID 485349, 2010; also: potency is read from the fitted curve at half-maximal effect; % of control where 0% means no effect; nearly all actives have a fitted effect of over 45% in size
#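 ATM-like activity read as KAP-1 phosphorylation via AlphaLISA donor/acceptor antibody pairs after lysis and 6 hr at 25C. Cells were ATM-null patient fibroblasts ([…], hTERT), dosed 60 min, then exposed to the DSB inducer NCS for 30 min.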
# USP2a block: qHTS Assay for Inhibitors of Ubiquitin-specific Protease USP2a Using CHOP2 as the Reporter; AID 463254, 2010; Ubiquitin carboxyl-terminal hydrolase 2 (Homo sapiens), O75604; actives 0.01% (n = 330,000); Potency, µM (series often up to 38.3 µM), for inactives: at the top dose activity change, negative = inhibition, most hits filed as inhibitors; USP2 core, Ub-CHOP2 coupled fluorogenic reporter, 485/531;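 also: potency is read from the fitted curve at half-maximal effect; plate controls were DMSO wells for no effect and full inhibition by NEM control for full effect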
# Target sequence (O75604 whole entry, looked up): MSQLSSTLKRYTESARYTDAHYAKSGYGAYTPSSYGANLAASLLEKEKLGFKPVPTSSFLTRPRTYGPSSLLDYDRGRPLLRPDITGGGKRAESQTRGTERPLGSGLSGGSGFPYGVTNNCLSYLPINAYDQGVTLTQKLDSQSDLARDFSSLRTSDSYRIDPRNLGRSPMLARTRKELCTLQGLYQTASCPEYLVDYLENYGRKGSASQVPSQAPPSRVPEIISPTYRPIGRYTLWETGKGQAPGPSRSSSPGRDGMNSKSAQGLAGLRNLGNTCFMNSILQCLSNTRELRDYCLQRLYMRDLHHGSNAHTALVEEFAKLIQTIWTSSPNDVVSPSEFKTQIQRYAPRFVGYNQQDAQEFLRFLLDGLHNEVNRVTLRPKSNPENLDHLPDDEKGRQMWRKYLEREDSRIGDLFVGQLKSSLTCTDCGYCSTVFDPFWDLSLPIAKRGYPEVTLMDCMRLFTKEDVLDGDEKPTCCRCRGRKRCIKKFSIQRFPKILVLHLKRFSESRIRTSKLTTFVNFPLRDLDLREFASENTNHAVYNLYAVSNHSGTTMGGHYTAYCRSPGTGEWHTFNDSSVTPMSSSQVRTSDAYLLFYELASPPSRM
#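 Cell-free coupled assay: 10nM USP2 core preincubated 30min RT with compound in Tris-HCl pH 8.0/CaCl2/CHAPS buffer, then 25nM Ub-CHOP2 and 25nM reporter substrate; fluorescence (Ex 485/Em 531) read after 60min RT, normalized to NEM inhibition, concentration-response curves fitted.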
# TRPV1 ag: HTS Assay for Compounds that Act as Agonists of the Vanilloid Receptor 1. activation, % at 8.33 µM. TRPV1-expressing cells, Fluo-8 calcium influx, agonist mode. actives 0.19% (n = 320,000). Transient receptor potential cation channel subfamily V member 1 (Homo sapiens), Q8NER1. AID 540275, 2011; in the data active = activation above about 80%; inconclusive = between about 30% and that limit; also: 0% is about no effect
#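 Fluo-8 calcium influx in TRPV1-expressing cells, kinetic read (ex 480/em 520 nm). Compound added and read 3 min for agonist activity, followed by capsaicin at EC20 final and 2 min further read for enhancement.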
# Mito fusion act: qHTS Assay for Small Molecule Inhibitors of Mitochondrial Division or Activators of Mitochondrial Fusion; actives 0.23% (n = 320,000); Potency, µM (series often up to 46.1 µM), for the others: at the top dose growth rescue (activation), most hits filed as activators; S. cerevisiae fusion-defective mutant growth rescue, CellTiterGlo 48 h;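 also: potency is read from the fitted curve at half-maximal effect; % of control where 0% means no effect; nearly all actives have a fitted effect of over 45% in size; temperature-sensitive fusion mutants such as fzo1-1 at 37 °C on non-fermentable ethanol glycerol medium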
#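 S. cerevisiae fusion-defective temperature-sensitive mutants (e.g. fzo1-1, mgm1-5) grown 48 h at 37C in YPEG (ethanol/glycerol non-fermentable) medium with 23 nl compound per well; growth rescue read as CellTiterGlo luminescence.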
# Eya2 phos inh: qHTS Assay for Inhibitors of the Phosphatase Activity of Eya2; AID 488837, 2010; Protein phosphatase EYA2 (Homo sapiens), O00167; actives 0.006% (n = 330,000); Potency, µM (series often up to 76.9 µM), for the others: at the top dose activity, negative = inhibition, most hits filed as inhibitors; recombinant Eya2, OMFP fluorescence dephosphorylation (OMFP is methylfluorescein phosphate); also: potency is read from the fitted curve at half-maximal effect; % is scaled to controls: 0 for no effect and ±100 for the full control effect
#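 Eya2 (0.2 uM) preincubated 10 min at ambient with compound, then OMFP substrate added at 50 uM; 10 min reaction in 50 mM HEPES pH 7.5, 50 mM NaCl, 5 uM MgCl2, 0.05% BSA, 1 mM DTT. Fluorescence read at Ex 485/Em 525 nm.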
# ELG1 DNA repair: qHTS screen for small molecules that inhibit ELG1-dependent DNA repair in human embryonic kidney (HEK293T) cells expressing luciferase-tagged ELG1 | HEK293T ELG1-luciferase reporter, luminescence, 16 h; DNA damage induced by 5-fluorouridine | Potency, µM (titrated, usually from 46.1 µM), inactives show at the top dose activity change, negative = inhibition, actives largely listed as inhibitors | actives 2.3% (n = 330,000) | AID 504467, 2011; also: potency is read from the fitted curve at half-maximal effect; % is scaled to controls: 0 for no effect and ±100 for the full control effect; nearly all actives have a fitted effect of over 55% in size
#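 Quantitative HTS, concentration-response format. 2,000 cells/well co-treated with 5-fluorouridine and compound, 16 hr in 5% CO2 at 37 °C; ONE-Glo luminescence read after 30 min.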
# KCNH2 3.1 inh: qHTS for Inhibitors of KCHN2 3.1: Mutant qHTS | U2OS KCNH2 3.1, thallium flux FluxOr; hits give low values | actives 0.95% (n = 340,000) | activity change, % (tested at about 1.8 µM) | Potassium voltage-gated channel subfamily H member 2, brain isoform KCNH2 3.1 (human);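 active = maximum activity change below -70%; inconclusive = maximum activity change from -70% to -50%; inactive = maximum activity change above -50%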;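 also: thallium influx rate constant from kinetic fluorescence after stimulation buffer; % is scaled to controls: 0 for no effect and ±100 for the full control effect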
#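 Kinetic fluorescence (2 min after stimulation buffer) measures Tl+ influx through KCNH2 3.1 expressed by viral transduction in U2OS cells; the rate constant is normalized against DMSO controls serving as positive and negative references.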
# TCR activator: Activators of T cell receptors: qHTS campaign; Potency, µM (series often up to 9.22 µM), for inactives: at the highest dose activation of IL-2 secretion, actives largely listed as activators; 330,000 tested, under 10 active; primary human leukocytes, anti-CD3, IL-2 HTRF, 48 h; also: % of control where 0% means no effect
#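 IL-2 produced over 48 hr by a-CD3 bead-stimulated primary human leukocytes exposed to compounds was detected with a homogeneous time-resolved FRET immunoassay, 665nm acceptor signal after 320nm excitation.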
# KCNH2 WT inh: qHTS for Inhibitors of KCHN2 3.1: Wildtype qHTS; Voltage-gated inwardly rectifying potassium channel KCNH2 (Homo sapiens), Q12809; U2OS, BacMam KCNH2, thallium flux FluxOr; hits give low values; activity change, % at 1.84 µM; actives 0.37% (n = 340,000); AID 720551, 2013;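 active = maximum activity change below -70%; inconclusive = maximum activity change between -70% and -50%; inactive = maximum activity change above -50%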; also: % is scaled to controls: 0 for no effect and ±100 for the full control effect
#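 U2OS cells were transduced with wild-type KCNH2 virus (2.03 x 10^8 / mL) for 4 h at room temperature, then cultured overnight at 37 C. Thallium flux was read with FluxOr dye. Rate constants were normalized to DMSO controls.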
# The depositor's hits bear a star; ? = inconclusive; · = no result given; [ ] = another dose, or the depositor's remark. Unless noted, calls follow the shape of the dose curve; as a rule, active = well fitted curve in the direction sought with a large enough effect; inconclusive = small, poorly fitted or top-dose-only effect, or another doubt; inactive = no such curve, though single readings can be large; an effect the other way counts as inactive or inconclusive. These rows are one share of the data; count on the stated rates, not on these rows.
SMILES,TSHR antag,A-T KAP1 phos,USP2a block,TRPV1 ag,Mito fusion act,Eya2 phos inh,ELG1 DNA repair,KCNH2 3.1 inh,TCR activator,KCNH2 WT inh
Cc1oc2c(C)c3oc(=O)c(CCC(=O)NCCCN4CCOCC4)c(C)c3cc2c1C,4,-12%,-1%,4,-1%,-16%,?,-4,-1%,0
Cc1ccc(Sc2ncccc2C(=O)NCc2cc([N+](=O)[O-])ccc2O)cc1C,-18,8%,0%,1,3%,-3%,-11%,-24,0%,-17
S=C(NCc1ccncc1)Nc1ccc(Br)cc1,20,11%,1%,?,5%,-8%,?,2,-41%,3
COc1ccc(OC)c(NC(=O)CN2CCC(C(=O)c3ccc(C)cc3)CC2)c1,6,-3%,-1%,4,25%,-4%,21µM*,-30,-1%,19
CCCC(=O)NC(=S)Nc1ccc(N2CCOCC2)c(Cl)c1,-3,-1%,1%,2,5%,0%,?,-5,-1%[46.1 µM],-8
CCc1ccc(-c2nc(CN3CCC(C(=O)NCc4ccco4)CC3)c(C)o2)cc1,-3,-3%,-1%,5,-12%,8%,-14%,?,3%,63
Cc1cc(C)cc(-n2nnc(C(=O)NCc3ccco3)c2N)c1,8,·,2%,2,-2%,-3%,7%,-5,-2%[46.1 µM],0
O=C(/C=C/c1ccc([N+](=O)[O-])s1)N1CCN(c2ccccc2)CC1,-11,6%,0%,15,-25%,6%,0%,-18,0%,8
O=C(Nc1ccccc1)NC1CCN(Cc2ccccc2)CC1,-4,-4%,-1%,?,1%,1%,-5%,0,-2%,11
C=CCN1c2ccccc2[C@]23C[C@@H](C(=O)OC)N(C(C)=O)C2=NC(C(=O)OC)=C(C(=O)OC)[C@H]13,-4,13µM*,2%,16,19%,6%,27%,-23,-1%,-13
CC(C)c1ccc(OCC(=O)N2CCc3ccccc3C2)cc1,-11,6%,4%,?,-1%,-3%,?,-7,1%,15
COc1ccc(CNC(=S)Nc2cccc(OC)c2)cc1,30,25%,0%,?,-12%,-17%,-23%,3,4%,0
Cc1ccccc1OCC(=O)Nc1ccc2c(c1)ncn2C,12,1%,-1%,-5,8%,6%,?,15,-1%,22
Cc1c(NC(=S)NC(NC(=O)C(C)(C)C)C(Cl)(Cl)Cl)c(=O)n(-c2ccccc2)n1C (stereo not drawn),4,0%,4%,-5,-1%,11%,2%,9,-1%,7
O=C(Nc1cccnc1)Nc1ccc(Br)cc1Cl,24,23%,-5%,·,?,-9%,12%,-6,3%,1
CCN1N=C(c2ccccc2)Cn2c1nc1ccccc12,-10,·,-4%,90*,3%,-6%,-6%,·,-2%,-18
O=C(NCc1cccnc1)c1ccc(-c2ccc(Cl)cc2)o1,-5,1%[11.5 µM],-1%,86*,5%,6%,-2%,16,6%,·
CC1=NN(c2ccccc2)C(=O)/C1=C/C=C/C=C/N(C)C,-18,-6%,-12%,0,1%[9.22 µM],-15%,-21%,1,-4%,-6
O=C(Nc1ccnn1C1CCN(C/C=C/c2ccccc2)CC1)c1cccc(F)c1,23,6%,-1%,-3,-5%,0%,-4%,-99*,-1%,-92*
Cc1ccccc1C(=O)N1CCN(c2ccc(NC(=O)c3cccs3)cc2)CC1,-26,4%,1%,4,3%,2%,9.2µM*,-9,-2%,-10
COc1cccc(NC(=O)C2CCC(CNC(=O)[C@@H]3Cc4ccccc4CN3)CC2)c1 (stereo partly drawn),-1,3%,0%,2,0%,3%,6%,-2,2%,28
COc1ccc(N2CCN(CCNC(=O)CCNS(=O)(=O)c3cccs3)CC2)cc1,21,1%,1%,4,0%,-24%,7%,-4,-2%,9
CCOC(=O)Cn1nnnc1CN(Cc1cccs1)Cc1cc2cc(C)cc(C)c2[nH]c1=O,-1,·,-8%,-2,6%,-9%,?,6,-3%,0
CCC(=O)Nc1nc2c(OC)ccc(OC)c2s1,-5,6%,-1%,1,3%,-20%,-6%,-6,-5%,8
CCOc1ccc(N2C(=O)CC(Cc3ccc(Br)cc3)C2=O)cc1 (stereo not drawn),-20,5%,1%,2,1%,-3%,-5%,11,5%,8
Cn1nnnc1SCC(=O)Nc1cccc([N+](=O)[O-])c1,9,8%,0%,-2,3%,2%,16%,18,1%,4
CCCc1[nH]c(=O)c(C#N)c2c1COC(C)(C)C2,-13,·,5%,-1,-4%,-3%,-3%,1,1%,-32
COc1ccc(NC(C)=O)cc1NC(=O)CN1CCN(S(=O)(=O)c2ccc(C(C)C)cc2)CC1,-14,4%,-4%,2,0%,-8%,?,5,-4%,0
CC(=NNC(=O)CCC(=O)Nc1ccccc1Cl)c1ccco1,3,13%,2%,·,·,1%,20%,-9,-1%[46.1 µM],4
Cc1noc(C)c1S(=O)(=O)NCc1ccc2c(c1)OCO2,-6,9%,0%,·,-1%,11%,-1%,25,-3%,-3
COc1ccc(N2C(=O)[C@@H]3Cc4ccccc4CN3C2=O)cc1,8,13%,1%,1,1%,14%,?,-8,-2%,2
Cc1ccc(C=NNC(=O)c2cc(-c3cccnc3)nc3ccccc23)o1,9,20%,1%,·,·,-1%,3%,-10,-9%,21
CCOC(=O)CNC(=O)CSc1nc2nc(C)c(Br)cc2[nH]1,3,-11%,1%,-1,8%,-22%,7%,-5,-7%,-7
Cc1c(Cl)c(C(=O)NC2C3CC4CC(C3)CC2C4)nn1C (stereo not drawn),-18,0%,3%,16,23%,2%,2%,-8,3%[46.1 µM],2
CCOC(=O)c1cc2c(N)c(C(=O)c3cc(C#N)c(SC)nc3C)sc2nc1C,-8,4%,0%,10,7%,-4%,0%,10,5%,-10
N#CCSc1nnc(-c2c[nH]c3ccccc23)o1,-13,9%,0%,0,1%,-3%,-9%,-12,-4%,-7
COc1ccc(CCNC(=O)COc2ccc(S(=O)(=O)NC(C)C)cc2Cl)cc1OC,-6,-5%,0%,0,-6%,0%,?,-11,·,·
CCc1ccc(S(=O)(=O)NCC2(N3CCOCC3)CCCCC2)cc1,-12,-6%,-1%,10,-1%,-2%,15%,-13,-2%,14
Cc1cccc(N(Cc2ccccc2)C(=O)c2cc(S(=O)(=O)N3CCOCC3)ccc2F)c1,-2,-3%,1%,?,-2%,14%,-24%,-21,-5%,-3
CCCCOC(=O)c1ccc(NC(=O)C(=O)NCc2ccncc2)cc1,2,4%,-2%,?,3%,-20%,?,-2,2%[46.1 µM],-1
O=C(COC(=O)COc1ccccc1)NC1CCCC1,-6,8%,2%,5,1%,8%,?,1,-4%,-5
O=C(Nc1ccc(Cl)cc1)Nc1nnc(SCc2ccccc2)s1,8,6%,2%,4,-5%,3%,6%,24,-4%[46.1 µM],-5
C=C(C)Cn1c(SCC(=O)N/N=C/c2ccccc2OCC(=O)O)nnc1-c1ccc(Br)cc1,35,40µM*,0%,1,-5%,2%,2%,1,-5%,2
COc1ccc(NC(=O)CN2C(=O)/C(=C3\SC(=S)N(CCC(=O)O)C3=O)c3ccccc32)cc1,-4,-5%,1%,-1,0%,-3%,1%,4,2%,-7
Cc1ccc(CC(=O)Nc2ccc(S(=O)(=O)Nc3ncccn3)cc2)cc1,2,-1%,4%,-1,0%,9%,9%,21,-5%,-4
O=C1OC(c2ccc(Cl)cc2)=C/C1=C/c1cccnc1,-1,-12%,4%,2,16%,8%,3%,7,-46%,-9
CC(=O)N1N=C(c2cccc(NS(C)(=O)=O)c2)CC1c1cccs1 (stereo not drawn),-4,1%,1%,-2,6%,-1%,-11%,21,-3%,1
CCN(CC)CCn1c2c(c(SCC(=O)Nc3ccc4c(c3)OCO4)nc1=O)CCC2,5,-10%,-1%,-1,-4%,-4%,-20%,-8,8%,0
